NadD block: inhibitors of S. aureus NadD, primary screen, biochemical, colorimetric, uHTS; Nicotinate-nucleotide adenylyltransferase NadD (Staphylococcus aureus N315); purified NadD enzyme, colorimetric absorbance read-out; inhibition, % at 20 µM; 360,000 compounds, 0.78% hits; in the data active = inhibition above about 26%; note: some compounds past the cut are filed as inactive
FAS TE block: FAS thioesterase domain inhibitors, primary screen, biochemical, fluorescence intensity, uHTS. Fatty acid synthase (Homo sapiens), P49327. recombinant FAS-TE, OMFH fluorogenic substrate, fluorescence endpoint. inhibition, % at 15 µM. 360,000 compounds, 0.67% hits;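 active = compounds whose normalised, plate-corrected inhibition of enzyme fluorescence in the single-dose primary screen is 50% or more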;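 note: 0% = DMSO with enzyme and 100% = substrate without enzyme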
Rin1-Abl PPI inh: inhibitors of Rin1-Abl protein binding, primary screen, biochemical, TR-FRET; inhibition, % at 7.35 µM; 360,000 compounds, 0.4% hits; in the data active = inhibition above about 5%, passing the limit was not always enough
Neddyl block: inhibitors of cullin neddylation, primary screen, biochemical, TR-FRET, uHTS, NAE and Ubc12. NEDD8-conjugating enzyme Ubc12 (Homo sapiens) + NEDD8-activating enzyme E1 regulatory …. 360,000 compounds, 0.58% hits. calls only at 25 µM; in the data active = inhibition above about 36%
CSN deneddyl inh: inhibitors of CSN-mediated cullin deneddylation, primary screen, biochemical, fluorescence polarization, uHTS. AID 651999, 2013. COP9 signalosome complex subunit 5 (Homo sapiens), Q92905. Purified CSN, SCF-Nedd8-OG deneddylation. 360,000 compounds, 0.38% hits. inhibition, % at 12.5 µM;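 active = pattern-corrected inhibition above about 35%, with an unprinted fluorescence ratio check between 0.5 and 1.5, limit read from the data, passing the limit was not always enough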;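 note: 0% = enzyme with substrate and 100% = substrate without enzyme; some results filed as inactive read as strong as hits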
Target sequence (Q92905 whole entry, looked up, one chain of several): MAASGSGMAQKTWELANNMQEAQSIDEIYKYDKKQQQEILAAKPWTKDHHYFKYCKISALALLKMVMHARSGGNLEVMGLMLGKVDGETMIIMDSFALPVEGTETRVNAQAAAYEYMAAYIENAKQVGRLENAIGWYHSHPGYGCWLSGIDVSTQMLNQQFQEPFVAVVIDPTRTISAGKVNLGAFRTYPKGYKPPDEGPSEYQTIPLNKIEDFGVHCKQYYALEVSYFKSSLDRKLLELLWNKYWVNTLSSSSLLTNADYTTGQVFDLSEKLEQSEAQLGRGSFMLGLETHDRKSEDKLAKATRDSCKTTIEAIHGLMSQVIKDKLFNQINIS
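Assay system: purified human Csn5 enzyme expressed in HEK293T cells; measure: % inhibition; also added: SCFSkp2-Nedd8OG substrate at 10 nM final; technique: fluorescence polarization; times: reaction 90 min, room temperature; medium: Tris buffer pH 7.5, NaCl, DTT, Tween-20, trehalose, ovalbumin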
PABP1 MLLE inh: inhibitors of PABP1 MLLE–PAM2 peptide binding, primary screen, biochemical, fluorescence polarization, FITC-PAM2, GST-MLLE | inhibition, % at 20 µM | 360,000 compounds, 0.36% hits | AID 588489, 2011; in the data active = inhibition above about 35%, passing the limit was not always enough;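 note: plate controls were DMSO wells with GST-MLLE for no effect and wells lacking GST-MLLE protein for full effect; some results filed as inactive read as strong as hits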
Rpn11 inh: Rpn11 (PSMD14) deubiquitinase inhibitors, primary screen, biochemical, fluorescence polarization, uHTS; 360,000 compounds, 0.59% hits; calls only at 20 µM; human 26S proteasome, Ub4-pepOG fluorescence polarization; 20S core pre-blocked with epoxomicin; AID 588493, 2011;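 active = inhibition at 20 µM, scaled to each plate's controls, above about 33%, limit read from the data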
Target sequence (O00487 whole entry, looked up): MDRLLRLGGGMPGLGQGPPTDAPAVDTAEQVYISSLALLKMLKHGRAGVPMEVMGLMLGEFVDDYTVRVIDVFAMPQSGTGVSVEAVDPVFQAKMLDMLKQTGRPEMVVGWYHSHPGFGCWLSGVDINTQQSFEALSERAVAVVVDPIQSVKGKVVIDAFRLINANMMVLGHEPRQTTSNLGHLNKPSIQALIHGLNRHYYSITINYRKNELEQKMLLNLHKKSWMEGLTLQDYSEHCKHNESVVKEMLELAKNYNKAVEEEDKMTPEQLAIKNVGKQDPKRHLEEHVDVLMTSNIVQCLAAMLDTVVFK
MT1-MMP act inh: blockers of MT1-MMP proenzyme processing, primary screen, HT1080 RFP-PRO-GFP cells, GFP/RFP fluorescence. GFP/RFP ratio fluorescence, overnight; percent of plate control window, DMSO zero. 360,000 compounds, 0.061% hits. GFP/RFP ratio change, % at 20 µM. AID 651647, 2012. Matrix metalloproteinase-14 (Homo sapiens), P50281;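 active = GFP/RFP ratio change of at least 30% with cell ATP level not reduced by more than half and red fluorescence within 50% of control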; note: strong numbers were not always called active
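Assay system: RFP-PRO-GFP reporter HT1080 cells; read-out basis: GFP/RFP fluorescence ratio; benchmarks: DMSO wells and RFP-L50D-GFP cells; doses: 20 µM single dose, 1% DMSO; schedule: overnight cell settling, then overnight compound exposure, 37 °C, 5% CO2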
SKN-1 inh: suppressors of acrylamide-induced Pgst-4::GFP reporter in worms, primary screen, SKN-1 inhibitor project, whole organism, uHTS, GFP/RFP fluorescence ratio, strain VP596 | C. elegans VP596 Pgst-4::GFP/RFP ratio, 24 h | inhibition, % at 21.8 µM | 360,000 compounds, 0.49% hits | AID 624304, 2012;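 active = interference check ratio from 0.5 to 1.5 plus GFP to RFP signal ratio inhibition reaching or exceeding a fixed threshold, cut at about 30% in these data, passing the limit was not always enough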; note: some compounds called inactive have numbers as strong as hits
The depositor's hits bear a star; i = inactive; x = not tested or not shown.

SMILES	NadD block	FAS TE block	Rin1-Abl PPI inh	Neddyl block	CSN deneddyl inh	PABP1 MLLE inh	Rpn11 inh	MT1-MMP act inh	SKN-1 inh
CN(C)c1ccnc2sc3c(=O)n(-c4ccccc4)cnc3c12	2	-2	4	i	1	-8	i	-11	-1
CCOc1ccc(OCCNC(=O)c2oc3ccccc3c2COC)cc1	-11	18	3	i	-3	-8	i	-1	-22
NC(=S)N/N=C1\CCOc2ccc(Cl)cc21	0	-5	-4	i	1	11	i	-4	0
O=S(=O)(NCc1ccc2c(c1)OCO2)c1cnc[nH]1	5	-5	0	i	-2	1	i	0	1
CCN(CC(=O)NCc1cccs1)C(=O)c1ccc(S(=O)(=O)Nc2ccccc2Cl)cc1	-4	-6	-3	i	-3	7	i	2	-4
COc1cccc(CNC(=O)CSc2cc(=O)n(C)c3ccccc23)c1	-8	1	-61	i	1	7	i	1	8
CCOC(=O)[C@H]1[C@H]2COc3ccccc3[C@@H]2N2C(=O)c3cc(Cl)ccc3NC(=O)[C@@]12C	-6	5	1	i	6	-9	i	1	-6
CC(C)(C)OC(=O)[C@H](Cc1ccccc1)NC(=O)c1nc[nH]c1C(=O)NCc1ccccc1	1	18	2	i	0	7	i	-1	7
O=C(CSc1nc(=O)n2ccccc2n1)NCc1ccc(F)cc1	1	-7	2	i	3	18	i	-2	9
CC(OC(=O)c1ccc(=O)n(Cc2ccccc2)n1)C(=O)Nc1cccc(Cl)c1 (stereo unspecified)	-8	10	1	i	1	-9	i	-4	13
OCCN(C=NC1=NN(c2cccc(C(F)(F)F)c2)CC1)CCO	-2	-4	0	i	-2	15	i	-6	-4
COc1ccc(-c2c(C)nn3c(C(F)(F)F)cc(C)nc23)cc1	-4	0	-3	i	6	7	i	4	3
COC(=O)C(Cc1ccccc1)NC(=O)C12CC3CC(CC(C3)C1)C2 (stereo unspecified)	-2	-2	0	i	0	5	i	-1	4
CCCc1c(C(=O)NNc2cc(C(F)(F)F)ccc2Cl)cnn1-c1ccccc1	-7	8	0	i	2	-1	i	1	3
CCOC(=O)C[C@H]1c2ccc(C(F)(F)F)cc2S(=O)(=O)N1C1CCCC1	-4	5	4	i	-1	10	i	0	-18

Overlap with the part before: 3 compounds, then new ones.
SMILES	NadD block	FAS TE block	Rin1-Abl PPI inh	Neddyl block	CSN deneddyl inh	PABP1 MLLE inh	Rpn11 inh	MT1-MMP act inh	SKN-1 inh
COC(=O)C(Cc1ccccc1)NC(=O)C12CC3CC(CC(C3)C1)C2 (stereo unspecified)	-2	-2	0	i	0	5	i	-1	4
CCCc1c(C(=O)NNc2cc(C(F)(F)F)ccc2Cl)cnn1-c1ccccc1	-7	8	0	i	2	-1	i	1	3
CCOC(=O)C[C@H]1c2ccc(C(F)(F)F)cc2S(=O)(=O)N1C1CCCC1	-4	5	4	i	-1	10	i	0	-18
COC(=O)c1ccc(CSc2nc3scc(-c4cccs4)c3c(=O)[nH]2)o1	34*	7	-4	i	24	-17	i	3	6
COc1cc2c(cc1OC)-c1nnc(C)n1C(C)(C)C2	-2	-5	1	i	-7	7	i	13	4
COc1ccc(C2=NO[C@@H]3C(=O)N(c4ccc5c(c4)OCCO5)C(=O)[C@H]23)cc1OC	4	-6	6	i	-2	9	i	-3	4
COc1ccc(CC(=O)Nc2ccccc2N2CCOCC2)cc1OC	1	-4	1	i	1	0	i	-7	-5
S=C(NCc1ccc(Cl)c(Cl)c1)NCc1ccco1	3	38	2	i	14	-33	i	1	-24
CC(C)CCn1cnc2c1c(=O)n(C)c(=O)n2C	2	-6	1	i	0	1	i	1	-4
COCc1ccc(CN2CCC(C(=O)Nc3cccc(-c4cscn4)c3)CC2)o1	6	-7	4	i	2	0	i	0	-3
CC(C)[C@H]1C(=O)Nc2ccccc2N1C(=O)N[C@@H](Cc1ccccc1)C(=O)N[C@@H](Cc1ccccc1)C(=O)O	3	-2	-3	i	1	2	i	-1	3
COC(=O)C1=C(SC)N(c2ccccc2)C(c2ccccc2)CC1=O (stereo unspecified)	1	-5	-1	i	0	17	i	0	-1
CCOCCN(C(=O)c1ccccc1Cl)c1cccc(C)c1C	-1	-2	-1	i	-1	9	i	-1	-9
Cc1ccccc1N1CC(C(=O)NC2CCCC2)CC1=O (stereo unspecified)	-7	-8	6	i	0	-6	i	1	17
CCCCCCSc1ncc(C#N)c(N)n1	-6	8	3	i	-1	-11	i	-3	-4
NS(=O)(=O)c1cccc(NC(=O)CSc2ncc(C(F)(F)F)cc2Cl)c1	-5	11	-1	i	-13	22	i	2	-5
CCCN(CC(=O)Nc1ccccc1OC)C(=O)c1nc2nc(C)ccn2n1	-5	-10	1	i	0	-28	i	-1	-6
O=C1OC(c2ccc(Cl)cc2)=C/C1=C/c1cccnc1	5	-2	0	i	0	-105	i	-4	19
Cc1ccccc1-n1c(C)cc(/C=N/NC(=O)c2ccncc2)c1C	1	-7	4	i	4	-3	i	1	-11
CC(=O)Nc1ccc(S(=O)(=O)NCCC(=O)NCCOc2ccccc2)cc1	9	-6	2	i	-2	5	i	0	6
Cc1ccc2[nH]c(=O)c(CN(CCO)C(=O)NCc3ccccc3)cc2c1	1	1	-2	i	-1	12	i	1	-1
Cn1c(=O)c2c(nc(CCc3ccccc3)n2C)n(C)c1=O	-1	-7	1	i	3	0	i	0	10
CC(C)c1ccc(NC2(C#N)C(=O)Nc3ccccc32)cc1 (stereo unspecified)	-5	8	-7	i	-3	3	i	-1	2
CCOC(=O)C1(C)CCCN1C(=O)c1ccc(N(C)C)cc1 (stereo unspecified)	-6	-4	0	i	-9	26	i	-6	-11
O=C(NS(=O)(=O)NC1CCCCC1)C1=C(N2CCCC2)COC1=O	2	-9	2	i	-2	-54	i	-2	-25
COc1ccc(OC)c(NC(=O)C2(C)CCN2C(=O)C2(c3ccc(Cl)cc3)CCC2)c1 (stereo unspecified)	-3	20	2	i	-3	-8	i	5	13
CCOC(=O)NC1(NC(C)C)Oc2ccccc2O1	-1	-4	-3	i	-2	14	i	-2	18
Cc1cc(C)nc(SCC(=O)Nc2ccc(S(=O)(=O)NCCO)cc2)n1	2	-4	-1	i	0	1	i	-1	13
Cc1ccc(NC(=O)CCC(=O)NNC(=O)COc2ccccc2)cc1C	-3	-4	-3	i	3	-28	i	-1	-2
CCN(CC)C(=O)C1CCCN(C/C=C/c2ccccc2[N+](=O)[O-])C1 (stereo unspecified)	-17	-3	-2	i	-4	7	i	-2	-4
CCCCOc1ccccc1C(=O)N(Cc1ccco1)C1CCS(=O)(=O)C1 (stereo unspecified)	1	-1	1	i	2	2	i	-1	-1
CCOc1ncccc1C(=O)OCC(=O)Nc1cc(C(C)(C)C)ccc1OC	-3	18	0	i	3	14	i	4	-7
COc1ccc(N2CCN(C(=O)Cc3ncc(C(F)(F)F)cc3Cl)CC2)cc1	-1	-7	1	i	1	4	i	-10	11
Cc1ccc(S(=O)(=O)c2cc(O)ccc2O)cc1C	-5	0	-5	i	0	10	i	1	-4
CC/C(=N/NS(=O)(=O)c1ccc(Cl)cc1)c1ccc(O)cc1	-2	-8	-3	i	-1	9	i	4	-24
COc1cc(/C=N/NC(=O)C[n+]2ccccc2)cc(OC)c1OC	2	-8	-4	i	0	-5	i	5	3
COc1ccccc1Nc1nnc(SCC(=O)N2CCCC2)s1	-3	-12	4	i	-2	-21	i	6	1
Cc1nc(CNS(=O)(=O)c2ccc3c(c2)OCCO3)cs1	2	-6	-1	i	-4	3	i	6	17
CC(=O)NC(=S)Nc1ccc(NC(=O)c2cccnc2Cl)cc1	-1	-7	-1	i	-3	13	i	1	-4
COc1ccccc1-n1cnnc1SCC(=O)NC1CCS(=O)(=O)C1 (stereo unspecified)	-1	-2	5	i	-2	2	i	3	-1
O=C(N/N=C\c1ccncc1)c1ccc(Cl)s1	-2	-2	-1	i	-2	12	i	-4	-19
CC(C)CC(=O)Nc1cccc(-c2nc3ccccc3o2)c1	-10	-4	-2	x	0	-2	i	-5	-8
COc1ccc(OC)c(C(=O)c2c(C)oc3cc(Br)c(O)c(CN(C)C)c23)c1	-3	-4	-3	i	-3	5	i	3	-3
Cc1nnc(SCC(=O)N2CC(=O)Nc3ccccc32)s1	0	-6	5	i	-7	8	i	2	0
OC(CN1CCC(Cc2ccccc2)CC1)C(F)(F)F (stereo unspecified)	1	-8	0	i	1	6	i	1	8
c1ccc(Nc2ncnc3c2oc2ccccc23)cc1	-3	-5	0	x	3	-3	i	-7	5

Molecules from the list above with a thiophene ring, fused or not (four):
SMILES	NadD block	FAS TE block	Rin1-Abl PPI inh	Neddyl block	CSN deneddyl inh	PABP1 MLLE inh	Rpn11 inh	MT1-MMP act inh	SKN-1 inh
CN(C)c1ccnc2sc3c(=O)n(-c4ccccc4)cnc3c12	2	-2	4	i	1	-8	i	-11	-1
CCN(CC(=O)NCc1cccs1)C(=O)c1ccc(S(=O)(=O)Nc2ccccc2Cl)cc1	-4	-6	-3	i	-3	7	i	2	-4
COC(=O)c1ccc(CSc2nc3scc(-c4cccs4)c3c(=O)[nH]2)o1	34*	7	-4	i	24	-17	i	3	6
O=C(N/N=C\c1ccncc1)c1ccc(Cl)s1	-2	-2	-1	i	-2	12	i	-4	-19

Structural class, the compounds so far with an NH in an aromatic ring (4)
SMILES	NadD block	FAS TE block	Rin1-Abl PPI inh	Neddyl block	CSN deneddyl inh	PABP1 MLLE inh	Rpn11 inh	MT1-MMP act inh	SKN-1 inh
O=S(=O)(NCc1ccc2c(c1)OCO2)c1cnc[nH]1	5	-5	0	i	-2	1	i	0	1
CC(C)(C)OC(=O)[C@H](Cc1ccccc1)NC(=O)c1nc[nH]c1C(=O)NCc1ccccc1	1	18	2	i	0	7	i	-1	7
COC(=O)c1ccc(CSc2nc3scc(-c4cccs4)c3c(=O)[nH]2)o1	34*	7	-4	i	24	-17	i	3	6
Cc1ccc2[nH]c(=O)c(CN(CCO)C(=O)NCc3ccccc3)cc2c1	1	1	-2	i	-1	12	i	1	-1

Compound activity from PubChem BioAssay.

Hits appear at their usual frequency, and some 3.9% of all compounds hit somewhere here.
